BAZ2B inh: blocks human BAZ2B; Q9UIF8; AlphaScreen BAZ2B-H3K14Ac peptide displacement; Potency, µM (top dose mostly 114 µM), for inactives: top-dose activity change, negative = inhibition, most hits filed as inhibitors; actives 4.4% (n = 360,000); AID 504333; also: potency is read from the fitted curve at half-maximal effect; % is scaled to controls: 0 for no effect and ±100 for the full control effect; nearly all actives have a fitted effect of over 60% in size
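AlphaScreen displacement of biotin-H3(5-23)K14Ac peptide (50 nM final) from BAZ2B (50 nM final) in PBS pH 7.4, 0.01% Tween-20; complex preformed 30 min RT, then compounds (top 110 uM) 30 min RT, beads 20 min dark.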
Pin1 inh: human Pin1 inhibition. Pin1 FP peptide displacement, HiFluor488, 10 min. Potency, µM (titrated, usually from 115 µM), for inactives: at the highest dose activity, negative = inhibition, actives largely listed as inhibitors. actives 0.009% (n = 390,000). AID 504891; active = well fitted inhibition curve with a large enough effect in the polarisation, with a control signal flat, not every such curve was filed as active; inconclusive = small, poorly fitted or top-dose-only effect, or effect the other way, or a change in a side signal; inactive = no such curve, though single readings can be large or run the other way; the % refers to the polarisation; also: potency is read from the fitted curve at half-maximal effect; % is scaled to controls: 0 for no effect and ±100 for the full control effect
Tb PGK inh: inhibitors of T. brucei phosphoglycerate kinase; P07378; PGK/GAPDH coupled, Kinase-Glo luminescence, 60 min; Potency, µM (series often up to 57.5 µM), without a hit: at the highest dose activity change, negative = inhibition, usual class: inhibitors; actives 0.043% (n = 380,000); AID 602233; also: potency is read from the fitted curve at half-maximal effect; % is scaled to controls: 0 for no effect and ±100 for the full control effect; nearly all actives have a fitted effect of over 60% in size
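Recombinant glycosomal PGK reaction used 1,3-bisphosphoglycerate generated in-well by GAPDH (100nM final) in 100mM TEA pH 7.6, 5mM MgCl2, 0.01% Tween-20. After 60 minutes at room temperature, ATP was read by Kinase-Glo Plus luminescence end-point.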
PI4K2A block: PI4K2A (human) kinase inhibition. Q9BTU6. purified PI4K2A, ADP-Glo luminescence, 1 h; hits give low values. activity change, negative = inhibition, % at 76.9 µM. actives 0.13% (n = 420,000); in the data active = activity change below about -50%; inconclusive = mostly about -30% to -49%;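 also: -100% = wells without enzyme as full effect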
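Compounds are screened against recombinant PI4K2A using PI as substrate and ATP, the latter dispensed at 300 microM. Reactions run one hour at ambient temperature before ADP-Glo detection; full inhibition defined by wells lacking enzyme.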
JMJD2A Tudor inh: JMJD2A Tudor domain (human) inhibition; actives 4.4% (n = 390,000); AID 504339; Potency, µM (doses to about 114 µM), without a hit: at the top dose activity change, negative = inhibition, usual class: inhibitors; O75164; AlphaScreen JMJD2A-Tudor / H3K4me3 peptide binding; also: potency is read from the fitted curve at half-maximal effect; % is scaled to controls: 0 for no effect and ±100 for the full control effect; nearly all actives have a fitted effect of over 50% in size
GLS inh: glutaminase GLS (human) inhibition | O94925 | GLS enzymatic activity, qHTS titration | Potency, µM (highest dose often 45.5 µM), without a hit: at the top dose activity change, negative = inhibition, most hits filed as inhibitors | actives 0.21% (n = 410,000); also: potency is read from the fitted curve at half-maximal effect; % is scaled to controls: 0 for no effect and ±100 for the full control effect
Target sequence (O94925 whole entry, looked up): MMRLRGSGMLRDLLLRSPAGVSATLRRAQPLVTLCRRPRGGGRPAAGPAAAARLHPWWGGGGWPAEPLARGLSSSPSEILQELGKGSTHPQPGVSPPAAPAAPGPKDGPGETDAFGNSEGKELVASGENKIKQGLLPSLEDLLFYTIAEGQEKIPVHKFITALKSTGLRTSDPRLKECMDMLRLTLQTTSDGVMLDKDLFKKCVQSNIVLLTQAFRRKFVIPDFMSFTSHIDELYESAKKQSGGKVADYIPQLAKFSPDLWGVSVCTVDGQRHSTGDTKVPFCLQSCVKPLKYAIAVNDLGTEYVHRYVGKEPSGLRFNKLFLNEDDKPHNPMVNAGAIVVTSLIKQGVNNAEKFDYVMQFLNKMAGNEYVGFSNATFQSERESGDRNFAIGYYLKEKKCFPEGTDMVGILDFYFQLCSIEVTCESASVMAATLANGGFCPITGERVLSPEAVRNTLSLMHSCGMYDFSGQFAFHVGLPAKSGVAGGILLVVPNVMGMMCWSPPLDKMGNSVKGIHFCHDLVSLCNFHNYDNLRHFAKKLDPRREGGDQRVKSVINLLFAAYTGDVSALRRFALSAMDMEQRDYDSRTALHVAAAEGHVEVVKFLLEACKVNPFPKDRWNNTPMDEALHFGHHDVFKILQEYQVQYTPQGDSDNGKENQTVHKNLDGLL
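Enzyme dispensed in phosphate buffer (45 mM, pH 8.2, 0.02% Tween-20), compounds pinned in, then 1 mM L-glutamine solution and the glutamate oxidase–HRP–Amplex Red mix added; fluorescence read immediately and again after 30 min at room temperature.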
HP1b chromo inh: HP1-beta chromodomain-methylated histone interaction inhibition. P83916. AlphaScreen HP1-beta / biotin-H3K9me3 peptide binding. Potency, µM (doses to about 114 µM), for inactives: at the top dose activity change, negative = inhibition, most hits filed as inhibitors. actives 0.56% (n = 390,000); also: potency is read from the fitted curve at half-maximal effect; nearly all actives have a fitted effect of over 70% in size; inactives centre near 23
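Compound inhibition of the preformed complex between 50 nM HP1-beta and 50 nM biotinylated H3K9me3 peptide was read by AlphaScreen. Buffer was PBS pH 7.4 with 0.01% Tween-20. Incubations ran 30 min at room temperature, with 10 ug/mL donor/acceptor beads.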
G9a block: G9a (human) methyltransferase inhibition; G9a H3K9 monomethylation, AlphaScreen, 2 h; Potency, µM (top dose mostly 102 µM), without a hit: at the highest dose activity, negative = inhibition, hits mostly inhibitors; actives 8.8% (n = 350,000); AID 504332; also: potency is read from the fitted curve at half-maximal effect; % is scaled to controls: 0 for no effect and ±100 for the full control effect; nearly all actives have a fitted effect of over 75% in size
Target sequence (Q96KQ7 913-1193 limits assumed): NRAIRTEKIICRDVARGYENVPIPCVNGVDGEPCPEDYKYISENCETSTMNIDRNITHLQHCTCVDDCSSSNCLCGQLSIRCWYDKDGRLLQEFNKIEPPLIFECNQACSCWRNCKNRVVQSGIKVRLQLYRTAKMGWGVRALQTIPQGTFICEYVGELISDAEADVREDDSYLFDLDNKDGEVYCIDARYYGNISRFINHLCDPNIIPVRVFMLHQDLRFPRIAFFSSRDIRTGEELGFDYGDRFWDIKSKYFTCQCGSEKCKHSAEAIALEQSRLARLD
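Compounds were preincubated with 20 nM G9a for 15 min, after which biotinylated H3K9 peptide (500 nM) and SAM (20 uM) started a 2 h room-temperature reaction. Monomethylated product was quantified by antibody-based AlphaScreen chemiluminescence.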
ERG-DNA inh: inhibitors of human ERG Ets domain-DNA interaction. P11308. fluorescence polarization, His-ERG Ets domain / labelled DNA. Potency, µM (series often up to 76.9 µM), for inactives: top-dose FP activity, negative = inhibition, most hits filed as inhibitors. actives 0.028% (n = 370,000). AID 624246; active = well fitted inhibition curve with a large enough effect in the polarisation, with a control signal flat; inconclusive = small, poorly fitted or top-dose-only effect, or effect the other way, or a change in a side signal; inactive = no such curve, though single readings can be large or run the other way; the % refers to the polarisation;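 also: polarization taken with two DNA probes labelled with fluorescein and Texas red; potency is read from the fitted curve at half-maximal effect; % of control where 0% means no effect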
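His-tagged ERG Ets domain (1 uM in the protein solution; 300mM KCl, 50mM Tris-HCl, 1mM EDTA, 1mM DTT, pH 7.5) received compound, then a probe mix of 5 nM fluorescein-DNA and 100nM Texas-615-DNA. Fluorescence polarization was read for both dyes.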
Active calls of the source: *; i = inactive; ? = inconclusive; . = not tested or not shown; [ ] = another dose, or the depositor's remark. Unless noted, calls follow the shape of the dose curve; as a rule, active = well fitted curve in the direction sought with a large enough effect; inconclusive = small, poorly fitted or top-dose-only effect, or another doubt; inactive = no such curve, though single readings can be large; an effect the other way counts as inactive or inconclusive.

SMILES	Tb PGK inh	G9a block	HP1b chromo inh	JMJD2A Tudor inh	GLS inh	ERG-DNA inh	PI4K2A block	BAZ2B inh	Pin1 inh
COc1ccc(NS(=O)(=O)c2ccc(C)c(C(=O)NCCCN3CCCC3=O)c2)cc1	i	-0.9%[12.7 µM]	16.4%	-7.5%	21.5%	-14.7%	-3.2	-2.6%	-7.3%
Cc1ccc(/C=C/S(=O)(=O)NCCC(=O)NCc2ccc(F)cc2)cc1	-6.8%	40.4%[12.7 µM]	43.9%[activator]	2.4%	-3.8%	-7.4%	0.5	-2.7%	0.4%
CCN(c1ccccc1)S(=O)(=O)c1c(C)noc1C	-6.2%	?	28.7%	2.7%	2.3%	1.0%	-3.6	1.7%	-10.1%
O=C(Nc1cccc(NC(=O)c2ccccc2Cl)c1)c1ccc([N+](=O)[O-])o1	-7.5%	5.2%[59 µM]	25.8%	-18.9%	2.5%	12.8%	-8.3	-30.1%	-9.0%
Cc1cc(C)n(CC(=O)NNC(=O)COc2ccc(Cl)cc2Cl)n1	-5.6%	7.8%[59 µM]	39.8%[activator]	-13.5%	5.9%	2.2%	-2.1	16.9%	2.3%
C=CCc1c(C)nc2nc(SCC(=O)Nc3ccc(C)c(C)c3)nn2c1C	-3.0%	4.6%[59 µM]	24.6%	-11.6%	-11.0%	-3.0%	4.9	3.8%	-0.6%
COc1ccccc1NS(=O)(=O)c1ccc(C)c(C(=O)NCC(c2ccco2)N(C)C)c1 (stereo unspecified)	-9.9%	22.9%[0.501 µM]	10.0%	-17.6%	11.6%	-12.6%	-1.1	2.3%	-2.3%
Cc1ccccc1CN1C[C@@H]2C[C@@H](c3cn(C)nc3-c3ccccc3)N3CCC[C@@]23C1=O	i	10µM*	-29.1%	63.1µM*	-18.5%	9.1%	2.0	?	33.1%[activator]
COc1cc(NC(=O)CN2CCN(c3ccccc3F)CC2)c(C)cc1[N+](=O)[O-]	2.0%	7.9%[59 µM]	47.9%[activator]	1.4%	0.9%	31.7%[activator]	-4.2	3.2%	-0.2%
O=C(NN=C(Cc1ccccc1)Cc1ccccc1)c1ccncc1	-7.5%	4.0%	50.1%[activator]	5.3%	12.3%	6.3%	2.1	12.5%	-0.6%
CCOc1ccc(NC(N)=O)cc1	3.5%	11.8%[59 µM]	26.0%	-16.2%	11.7%	.	-2.9	.	-1.6%
CCNc1nc2c(c(=O)[nH]c(=O)n2C)n1Cc1ccc(F)cc1	i	?	38.5%	-20.0%	0.6%	2.3%	-3.1	10.8%	1.2%
COC(=O)c1ccccc1Nc1ccnc(Cl)n1	-0.3%	.	35.1%	7.6%	3.1%	0.4%	-2.8	.	-0.4%
CC(C)COP(=O)(OCC(C)C)C(O)c1ccc(F)cc1 (stereo unspecified)	i	25.1%[59 µM]	34.5%	-9.7%	-2.8%	.	5.9	-0.5%	2.5%
Cc1cc(C)n(C(C)CC(=O)N2CCc3ccccc32)n1 (stereo unspecified)	-3.4%	11.6%[59 µM]	44.3%[activator]	-1.6%	6.6%	5.6%	-2.6	-6.8%	2.1%
O=C(NC(=S)Nc1ccc(N2CCCCC2)c(Cl)c1)c1ccc2c(c1)OCCO2	4.9%	-42.6%[12.7 µM]	-19.3%	?	-30.9%	8.4%	1.0	?	?
CCC(C)(C)C1CCc2[nH]nc(C(=O)O)c2C1 (stereo unspecified)	3.6%	1.9%[2.33 µM]	21.2%	-16.9%	7.3%	1.1%	-4.1	?	-4.6%
CC1CCCN(CCCNC(=O)Cn2ncc3c([nH]c4ccccc43)c2=O)C1 (stereo unspecified)	-5.9%	5.5%[59 µM]	20.3%	-20.1%	-9.2%	7.4%	6.0	-18.4%	4.5%
Cn1c(=O)sc2cc(NS(=O)(=O)c3ccc(C(C)(C)C)cc3)ccc21	-8.0%	?	17.0%[57 µM]	-10.9%	2.7%	-26.2%	3.2	-24.0%	-8.5%
Cc1ccc(S(=O)(=O)N2CCC(C(=O)N3CCC[C@H]3C(=O)NCC(C)C)CC2)cc1	-0.8%	.	36.2%	-13.7%	2.2%	5.3%	5.3	1.3%	-2.4%
CC(C)CCn1c(NCCN(C)C)nc2c1c(=O)[nH]c(=O)n2C	0.3%	-1.4%	2.0%	-10.3%	28.6%	-5.9%	-7.9	-3.2%	3.9%
O/N=C/c1cccnc1Sc1ccccc1	-5.2%	7.2%	23.2%	-15.0%[11.4 µM]	-4.1%	6.7%	-5.9	2.1%	-1.4%
Cc1ccccc1C(=O)O/N=C(\N)c1cccc([N+](=O)[O-])c1	-4.3%	36.9%[0.501 µM]	11.2%	-16.0%	-1.4%	-5.1%	-3.2	?	-0.1%
Clc1ccc(-c2nn3c(-c4ccccc4)nnc3s2)cc1	-6.3%	?	-16.7%	-31.9%	-1.0%	9.4%	-5.7	-30.4%	0.4%
CC(=O)O[C@H]1CC[C@@]2(C)C(=CC[C@H]3[C@@H]4CC[C@H](C5(C)OCCO5)[C@@]4(C)CC[C@@H]32)C1	-9.2%	9.8%[2.33 µM]	41.6%[activator]	2.1%	-5.5%	-2.7%	2.9	3.2%	-1.9%
CN(C)CCCN(C(=O)c1cc(-c2cccs2)nc2ccccc12)c1nc2ccc(F)cc2s1	-1.1%	?	42.6%	?	-0.8%	8.6%	-6.2	?	0.3%
CCOC(=O)c1ccc(N2CCN(c3cc(C)ccc3C)CC2)c(NC(=O)Nc2ccc(Cl)cc2)c1	9.0%	5.3%[59 µM]	12.0%	-16.8%	2.5%	6.2%	0.7	-11.3%	-2.9%
Cc1csc2nc(COC(=O)c3ccc(Cl)c([N+](=O)[O-])c3)cc(=O)n12	i	-7.3%[59 µM]	-21.0%[57 µM]	28.2µM*	5.9%	4.3%	-1.0	1.7%	-0.2%
CCc1cccc(C)c1NC(=O)Cn1c(=O)cc(C(F)(F)F)c2c(C)nn(C)c21	-2.9%	4.9%[59 µM]	0.8%	-7.7%	5.7%	0.4%	-12.3	-16.5%	-5.5%
O=C(CCCn1c(=O)oc2ccccc21)NNC(=O)COc1ccc(F)cc1	i	.	31.3%	2.0%	1.8%	-5.3%	-2.8	.	2.7%
Cc1ccc(C)c(-n2cc(-c3ccc(Cl)cc3)nc2SCC(=O)NC2CCS(=O)(=O)C2)c1 (stereo unspecified)	2.8%	44.7µM*	-16.5%	?	6.8%	3.6%	-0.8	?	-0.7%
O=C(CN1C(=O)NC2(CCCC2)C1=O)NNC(=O)c1ccccc1	i	-0.6%	25.1%	-0.7%	-2.0%	-8.2%	3.5	3.1%	-1.5%
O=C(CCC1CCCC1)NCCS(=O)(=O)N1CCN(c2ccccc2)CC1	-9.0%	-8.3%	-5.3%	-23.4%	8.3%	52.5%[activator]	7.0	-8.5%	-4.0%
COc1cc2c(cc1OC)C(=O)CCS2	6.4%	-8.1%[59 µM]	8.0%	17.1%	9.2%	-7.0%	-6.7	10.6%	-7.2%
O=C(CNC(=O)c1ccccc1)NCCCSc1ccccc1	-1.2%	.	35.4%	-4.8%	-5.3%	4.8%	-0.1	.	0.8%
COC(=O)c1ccc2c(=O)n(Cc3ccco3)c(SCC(=O)Nc3ccc(C)c(Cl)c3)nc2c1	1.6%	20.9%[59 µM]	21.5%	-17.1%	-2.4%	-5.5%	-0.7	7.2%	-0.7%
COc1ccc(OC)c(C2c3[nH]c4ccccc4c3C[C@H]3C(=O)N(CCCOC(C)C)CC(=O)N23)c1 (stereo partly specified)	.	26.9%[2.33 µM]	5.1%	?	0.8%	-4.2%	-4.1	-35.0%	?
O=C(NNC(=O)c1sc2ccccc2c1Cl)Nc1ccc(Cl)cc1	-1.9%	5.9%	37.6%	-9.0%	13.7%	-0.6%	-1.1	-23.7%	1.4%
COc1cc(OC)c(OC)cc1/C=N/n1c(COc2ccccc2)n[nH]c1=S	-3.6%	?	?	17.8µM*	?	9.5%	-2.2	-32.3%	-8.1%
COc1ccc(C2=NS(=O)(=O)N(C)C(C(=O)NCc3ccc4c(c3)OCO4)=C2)cc1	9.1%	.	11.4%	-27.9%	0.1%	4.9%	-4.4	-31.2%	2.6%
C/C(=N\NC(=O)c1nnn(-c2nonc2N)c1C(C)C)c1ccc2ccccc2c1	-6.4%	6.9%	17.6%	-6.2%	0.6%	4.5%	-3.1	-1.2%[57.1 µM]	-8.2%

Source: PubChem BioAssay (National Center for Advancing Translational Sciences (NCATS))
